Screening results from PubChem BioAssay.
ABCG2 block: blocks JC-1 efflux by human ABCG2 transporter; Q9UNQ0; IgMXP3 cells, flow cytometry; inhibition, % at 6.6 µM; hit rate 0.1% among 190,000;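 active means inhibition above 80%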;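 further: 0% = DMSO and 100% = nicardipine control wells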
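Times: 10 min at 25 °C | Test system: Two drug-resistant human cell lines, ABCG2 and ABCB1 | Quantity: 3 million cells/mL final, two lines in 1:1 ratio | Signal: Flow cytometry, 530 nm JC-1 signal | Dosing: Compound at 6.6 µM | Controls: Nicardipine and DMSO wells | Reagent: JC-1 as fluorescent efflux pump substrate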
RGS7-Gao: regulators of human RGS7-Galphao interaction | P09471 | Multiplexed bead flow cytometry, RGS7-Galphao binding; actives lie on both sides | binding response (% of control), % at 10 µM | hit rate 0.35% among 220,000 | AID 1439; in the data active means binding response below about 49% or above about 150%; inconclusive means no clear call, values can overlap the other calls; inactive means in between;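 further: fluorescent Galphao held in activated GDP-AlF4 state binding bead-coupled RGS7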
Target sequence (P09471 whole entry, looked up): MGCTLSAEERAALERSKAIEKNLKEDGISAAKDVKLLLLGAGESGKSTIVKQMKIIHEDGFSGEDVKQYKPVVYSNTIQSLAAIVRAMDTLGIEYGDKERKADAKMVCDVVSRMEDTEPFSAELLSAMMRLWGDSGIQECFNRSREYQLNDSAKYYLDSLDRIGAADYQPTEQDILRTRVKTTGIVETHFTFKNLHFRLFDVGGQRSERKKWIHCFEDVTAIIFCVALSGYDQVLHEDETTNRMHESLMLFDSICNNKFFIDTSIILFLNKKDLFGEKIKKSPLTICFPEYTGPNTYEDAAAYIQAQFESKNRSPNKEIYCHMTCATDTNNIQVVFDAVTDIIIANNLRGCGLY
GSH fluor: compound fluoresces at 488/530 nm on GSH beads | GSH beads flow cytometry, compound fluorescence 488/530 nm; active compounds read high | AID 1776 | hit rate 0.25% among 190,000 | fluorescence (KMESF) at 10 µM; in the data active means fluorescence above about 89;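 further: glutathione beads carrying GST-tagged Bcl family fusion proteins plus one bare bead set; values are compound well signal with DMSO vehicle wells as background; inactives centre near 16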
RGS8-Gao: modulates binding of RGS8 to human Galphao; response (percent of control binding), % at 10 µM; multiplexed bead flow cytometry; actives lie on both sides; AID 1423; P09471; hit rate 0.34% among 220,000; in the data active means response below about 60% or above about 140%; inactive means in between;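 further: Galphao activated as the GDP aluminium fluoride complex binding bead-coupled RGS8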
Pf gamet viab: inhibitors of late stage P. falciparum gametocyte viability. P. falciparum stage V gametocytes, ATP luminescence, 24 h. inhibition, % at 10.9 µM. hit rate 0.065% among 150,000. AID 743093;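 active means inhibition above the mean plus 3 SD of compounds within the control limits, set per campaign, cut at about 38% in these data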;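 further: 0% = DMSO wells and 100% = medium only without gametocytes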
RGS4-Gao reg: human RGS4-Galphao interaction regulation; P09471; Multiplexed bead flow cytometry, RGS4-Galphao binding; actives lie on both sides; binding response (% of control), % at 10 µM; hit rate 0.33% among 220,000; AID 1415; in the data active means binding response below about 49% or above about 150%; inactive means in between;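 further: fluorescent Galphao activated with aluminum fluoride binding bead-coupled RGS4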
ABCB1 block: human ABCB1 inhibition, ABCG2 as counter-screen | CCRF-Adr cells, JC-1 efflux, flow cytometry | inhibition, % at 6.6 µM | hit rate 0.067% among 190,000; in the data active means inhibition above about 40%;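 further: 0% = vehicle and 100% = reference inhibitor; higher value means more JC-1 retained so stronger ABCB1 efflux block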
Avidin fluor: avidin bead compound fluorescence profile; Avidin beads, compound fluorescence 488/530 nm, flow cytometry; active compounds read high; hit rate 0.38% among 220,000; fluorescence (KMESF) at 10 µM; in the data active means fluorescence above about 47; further: inactives centre near 10
Bim-Mcl-1: human Bim-Mcl-1 interaction inhibition; Q07820; Bead-based flow cytometry, Bim peptide-Mcl-1 binding; inhibition, % at 10 µM; hit rate 0.1% among 190,000; in the data active means inhibition above about 40%;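 further: 0% = no compound tracer wells and 100% = peptide blocker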
Target sequence (Q07820 whole entry, looked up): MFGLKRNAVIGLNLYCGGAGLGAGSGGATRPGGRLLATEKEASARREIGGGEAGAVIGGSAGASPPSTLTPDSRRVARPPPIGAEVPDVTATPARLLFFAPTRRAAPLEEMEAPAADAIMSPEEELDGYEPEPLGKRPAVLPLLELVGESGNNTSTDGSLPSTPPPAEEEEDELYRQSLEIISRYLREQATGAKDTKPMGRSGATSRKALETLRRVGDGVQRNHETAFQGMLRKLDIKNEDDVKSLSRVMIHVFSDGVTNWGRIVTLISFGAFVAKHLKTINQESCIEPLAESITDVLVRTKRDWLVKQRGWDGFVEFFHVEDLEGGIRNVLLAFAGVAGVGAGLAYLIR
Mcl1-Noxa inh: disrupts binding of human Mcl-1 to Noxa peptide; Q07820; TR-FRET Mcl-1/Noxa peptide binding, 2 h; inhibition, % at 21.7 µM; hit rate 1.5% among 220,000; AID 1022;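 active means compounds that cut the protein-peptide binding signal by more than 50% relative to plate controls in a single-dose test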;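 further: His-tagged Mcl-1 with rhodamine Noxa BH3 peptide and terbium anti-His antibody; 0% = Mcl-1 plus Noxa peptide wells and 100% = peptide-only wells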
Mcl1-Bid inh: Mcl-1/Bid interaction inhibition | TR-FRET Mcl-1/Bid-Dy647 peptide binding, 1536-well | hit rate 0.97% among 220,000 | inhibition, % at 21.7 µM | AID 1021;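 active means compounds that cut the binding signal by more than half at the single screening dose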;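 further: His-tagged Mcl-1 with europium anti-His antibody binding Bid BH3 peptide; 0% = Mcl-1 plus peptide wells and 100% = peptide-only wells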
* hit, by the source's call.

Screening O=C(NC(=S)NCc1ccccc1)c1ccc2c(c1)OCO2 returned ABCG2 block 10, RGS7-Gao 93, GSH fluor 10, RGS8-Gao 98, Pf gamet viab -2, RGS4-Gao reg 96, ABCB1 block -0.3, Avidin fluor 5, Bim-Mcl-1 -5, Mcl1-Noxa inh 22 and Mcl1-Bid inh -30.
Screening COc1cccc(/C=N/NC(=O)c2cc(-c3cccn3C)n[nH]2)c1O returned ABCG2 block -2, RGS7-Gao 81, GSH fluor 10, RGS8-Gao 87, Pf gamet viab -14, RGS4-Gao reg 83, ABCB1 block -1.6, Avidin fluor 21, Bim-Mcl-1 0, Mcl1-Noxa inh 5 and Mcl1-Bid inh -101.
Screening COc1ccc(S(=O)(=O)Nc2ccc3c(c2)OCCO3)cc1Cl returned ABCG2 block 0, RGS7-Gao 108, GSH fluor 11, RGS8-Gao 109, RGS4-Gao reg 106, ABCB1 block 0.0, Avidin fluor 10, Bim-Mcl-1 0, Mcl1-Noxa inh -3 and Mcl1-Bid inh -10.
For CC(=O)c1ccc(NC(=O)Nc2ccc([N+](=O)[O-])cc2C)cc1 the results were ABCG2 block 28, RGS7-Gao 98, GSH fluor 11, RGS8-Gao 102, RGS4-Gao reg 103, ABCB1 block 0.4, Avidin fluor 6, Bim-Mcl-1 -4, Mcl1-Noxa inh 19 and Mcl1-Bid inh 24.
For COc1ccc2c(=O)c(-c3nc(C)cs3)coc2c1 the results were ABCG2 block 3, RGS7-Gao 96, GSH fluor 32, RGS8-Gao 101, Pf gamet viab 31, RGS4-Gao reg 96, ABCB1 block 0.3, Avidin fluor 4, Bim-Mcl-1 -1, Mcl1-Noxa inh -6 and Mcl1-Bid inh 7.
For Cc1ccc(-c2c(C#N)c(N)n(-c3ccccc3)c(=O)c2C#N)cc1 the results were ABCG2 block 7, RGS7-Gao 99, GSH fluor 16, RGS8-Gao 98, Pf gamet viab -13, RGS4-Gao reg 95, ABCB1 block 0.7, Avidin fluor 16, Bim-Mcl-1 -2, Mcl1-Noxa inh -9 and Mcl1-Bid inh -35.
For COc1ccc(OCc2n(CC(=O)OC3CC(C)CCC3C(C)C)c3ccccc3[n+]2C)cc1 (centres undefined) the results were RGS7-Gao inconclusive, RGS8-Gao 97, Pf gamet viab 11, RGS4-Gao reg 96, Avidin fluor 8, Mcl1-Noxa inh -11 and Mcl1-Bid inh -27.
`CSC1=NCCN1C(=O)c1ccc2ccccc2c1` gave RGS7-Gao inconclusive, RGS8-Gao 104, Pf gamet viab -25, RGS4-Gao reg 104, Avidin fluor 10, Mcl1-Noxa inh 12 and Mcl1-Bid inh -32.
`COc1ccc(Cl)cc1C(=O)NNC(=S)NC1CCCC1` gave ABCG2 block 8, RGS7-Gao 101, GSH fluor 18, RGS8-Gao 104, RGS4-Gao reg 103, ABCB1 block 0.7, Avidin fluor 10, Bim-Mcl-1 -2, Mcl1-Noxa inh -31 and Mcl1-Bid inh -59.
For O=C1CC(C(=O)Nc2ccc(O)c(C(=O)O)c2)C(c2ccccc2)O1 (centres undefined) the results were ABCG2 block 0, RGS7-Gao 100, GSH fluor 13, RGS8-Gao 101, Pf gamet viab -5, RGS4-Gao reg 102, ABCB1 block 0.1, Avidin fluor 35, Bim-Mcl-1 -2, Mcl1-Noxa inh 33 and Mcl1-Bid inh 37.
COc1cc(/C=N/NC(=O)CCc2n[nH]c(=O)[nH]c2=O)ccc1O was read as ABCG2 block 0, RGS7-Gao 100, GSH fluor 11, RGS8-Gao 98, RGS4-Gao reg 102, ABCB1 block -1.3, Avidin fluor 25, Bim-Mcl-1 -1, Mcl1-Noxa inh 28 and Mcl1-Bid inh -26.
Screening COCCNC(=O)C1CC(=O)N(CCc2ccccc2)C1 (centres undefined) returned ABCG2 block 0, RGS7-Gao 98, GSH fluor 42, RGS8-Gao 99, RGS4-Gao reg 99, ABCB1 block 0.0, Avidin fluor 15, Bim-Mcl-1 0, Mcl1-Noxa inh 6 and Mcl1-Bid inh 0.
Screening COc1cc(C(CCN2CCCCC2)c2c(OC)cc(OC)c3c(-c4ccccc4)cc(=O)oc23)cc(OC)c1OC (centres undefined) returned RGS7-Gao inconclusive, RGS8-Gao 101, Pf gamet viab 9, RGS4-Gao reg 95, Avidin fluor 12, Mcl1-Noxa inh 5 and Mcl1-Bid inh -29.
`COC(=O)c1c(NC(=O)CCC(=O)O)sc2c1CCCCC2` gave ABCG2 block 2, RGS7-Gao 102, GSH fluor 18, RGS8-Gao 101, Pf gamet viab 9, RGS4-Gao reg 100, ABCB1 block -0.1, Avidin fluor 13, Bim-Mcl-1 -9, Mcl1-Noxa inh -4 and Mcl1-Bid inh -6.
Screening CC(=O)c1cc(-c2ccccc2)n(CC(=O)N2CCC(N3CCCCC3)CC2)c1C returned ABCG2 block 2, RGS7-Gao 107, GSH fluor 37, RGS8-Gao 104, Pf gamet viab -11, RGS4-Gao reg 109, ABCB1 block 0.2, Avidin fluor 10, Bim-Mcl-1 -4, Mcl1-Noxa inh 25 and Mcl1-Bid inh -29.
COc1ccc(NS(=O)(=O)/C=C/c2ccccc2)cc1 was read as ABCG2 block 3, RGS7-Gao 100, GSH fluor 17, RGS8-Gao 101, RGS4-Gao reg 102, ABCB1 block 0.3, Avidin fluor 6, Bim-Mcl-1 0, Mcl1-Noxa inh 17 and Mcl1-Bid inh -56.
`CC(=O)N1CCN(C(=O)CCc2nnc(CCCCc3ccccc3)o2)CC1` gave ABCG2 block 1, RGS7-Gao 100, GSH fluor 12, RGS8-Gao 101, Pf gamet viab -41, RGS4-Gao reg 99, ABCB1 block 0.2, Avidin fluor 13, Bim-Mcl-1 0, Mcl1-Noxa inh -3 and Mcl1-Bid inh -4.
For Cc1nc2c(C)c(C)c(C)c(C)c2nc1C the results were RGS7-Gao inconclusive, RGS8-Gao 105, Pf gamet viab 1, RGS4-Gao reg 107, Avidin fluor 5, Mcl1-Noxa inh -11 and Mcl1-Bid inh -10.
For CCCCOc1ccc(NC2=NC3(CCCCC3)N=C(N)N2)cc1 the results were ABCG2 block 0, RGS7-Gao 103, GSH fluor 21, RGS8-Gao 113, Pf gamet viab -20, RGS4-Gao reg 107, ABCB1 block -0.1, Avidin fluor 10, Bim-Mcl-1 4, Mcl1-Noxa inh 5 and Mcl1-Bid inh -18.
Screening COc1ccc2c(c1OC)C(C1c3c(cc4c(c3OC)OCO4)CCN1C)OC2=O (centres undefined) returned ABCG2 block 1, RGS7-Gao 108, GSH fluor 17, RGS8-Gao 108, Pf gamet viab 18, RGS4-Gao reg 110, ABCB1 block 0.3, Avidin fluor 6, Bim-Mcl-1 -4, Mcl1-Noxa inh -27 and Mcl1-Bid inh -10.
Screening Cc1ccc(S(=O)(=O)N2CCCCC2)cc1NC(=O)Cn1ccc(C(F)(F)F)n1 returned ABCG2 block 9, RGS7-Gao 98, GSH fluor 13, RGS8-Gao 97, Pf gamet viab -2, RGS4-Gao reg 98, ABCB1 block -0.1, Avidin fluor 11, Bim-Mcl-1 -4, Mcl1-Noxa inh 3 and Mcl1-Bid inh -18.
CCN(C)c1ccc(/C=N\n2nnnc2N)cc1 was read as ABCG2 block 1, RGS7-Gao 98, GSH fluor 10, RGS8-Gao 96, RGS4-Gao reg 98, ABCB1 block 0.0, Avidin fluor 20, Bim-Mcl-1 1, Mcl1-Noxa inh 10 and Mcl1-Bid inh -20.
`CCOc1ccc(C(=O)NC(=S)Nc2ccccc2N2CCOCC2)cc1Br` gave ABCG2 block 17, RGS7-Gao 96, GSH fluor 11, RGS8-Gao 105, Pf gamet viab -23, RGS4-Gao reg 101, ABCB1 block 3.5, Avidin fluor 13, Bim-Mcl-1 -2, Mcl1-Noxa inh 13 and Mcl1-Bid inh -44.
Screening Cc1ccc(CN2CCc3[nH]c(=O)[nH]c(=O)c3C2)cc1 returned ABCG2 block 11, RGS7-Gao 94, GSH fluor 8, RGS8-Gao 100, RGS4-Gao reg 96, ABCB1 block 1.6, Avidin fluor 22, Bim-Mcl-1 2, Mcl1-Noxa inh 4 and Mcl1-Bid inh -22.
`Cc1cc([N+](=O)[O-])nn1CC(=O)c1ccccc1` gave ABCG2 block 0, RGS7-Gao 99, GSH fluor 23, RGS8-Gao 103, Pf gamet viab -19, RGS4-Gao reg 102, ABCB1 block 0.5, Avidin fluor 9, Bim-Mcl-1 -1, Mcl1-Noxa inh -6 and Mcl1-Bid inh -20.
Screening CC1(C)CC(=O)c2c(n(S(=O)(=O)c3ccccc3)c3ccc(NS(=O)(=O)c4ccccc4)cc23)C1 returned ABCG2 block -1, RGS7-Gao 101, GSH fluor 9, RGS8-Gao 105, Pf gamet viab 4, RGS4-Gao reg 103, Avidin fluor 15, Bim-Mcl-1 -1, Mcl1-Noxa inh 11 and Mcl1-Bid inh 5.
Cc1cc(Cl)ccc1OCC(=O)NCCOC(=O)Nc1sc(=S)n(C)c1C was read as ABCG2 block 3, RGS7-Gao 103, GSH fluor 18, RGS8-Gao 100, Pf gamet viab 14, RGS4-Gao reg 100, ABCB1 block 0.3, Avidin fluor 7, Bim-Mcl-1 -8, Mcl1-Noxa inh 9 and Mcl1-Bid inh -37.
CCN(CC(=O)NC(C)(C)C)C(=O)c1ccc2c(c1)S(=O)(=O)c1ccccc1C2=O was read as ABCG2 block 6, RGS7-Gao 104, GSH fluor 7, RGS8-Gao 106, Pf gamet viab 9, RGS4-Gao reg 104, ABCB1 block 1.3, Avidin fluor 26, Bim-Mcl-1 -2, Mcl1-Noxa inh -6 and Mcl1-Bid inh -6.
Screening COc1cccc2c(=O)c(C(=O)O)c[nH]c12 returned ABCG2 block 3, RGS7-Gao 102, GSH fluor 22, RGS8-Gao 103, RGS4-Gao reg 100, ABCB1 block 0.6, Avidin fluor 27, Bim-Mcl-1 -2, Mcl1-Noxa inh -76 and Mcl1-Bid inh 14.
Screening Cc1ccccc1C(=O)NNC(=O)c1cccc([N+](=O)[O-])c1 returned ABCG2 block 2, RGS7-Gao 105, GSH fluor 12, RGS8-Gao 101, Pf gamet viab 0, RGS4-Gao reg 107, ABCB1 block 0.9, Avidin fluor 10, Bim-Mcl-1 0, Mcl1-Noxa inh -11 and Mcl1-Bid inh 6.
